Source: PubChem BioAssay (The Scripps Research Institute Molecular Screening Center)
SRC1 TRFRET art = TR-FRET artefact, counter-screen to PPARgamma/SRC-1 agonist assay; 99,000 tested, 0.34% active; TR-FRET detection artefact counter-screen, emission ratio; hits give high values; TR-FRET ratio at 8 µM; in the data active means TR-FRET ratio above about 2300; further: inactives centre near 1800; reference of the scale not given here
SRC3 TRFRET art = flags TR-FRET format artefacts in PPARgamma SRC-3 recruitment agonist screen; TR-FRET artefact counter-screen, PPARgamma/SRC-3 format; hits give high values; TR-FRET ratio at 8 µM; 99,000 tested, 0.39% active; AID 1048; in the data active means TR-FRET ratio above about 2000; further: inactives centre near 1600; reference of the scale not given here
An asterisk follows results filed as active. Only part of the results is shown, so the mix of outcomes need not match the whole.

A first look (3 entries):
SMILES	SRC1 TRFRET art	SRC3 TRFRET art
CC(=O)Nc1ccc(N2C(=O)CC(N3CCSCC3)C2=O)cc1 (centres undefined)	1575	1517
Cc1csc(NC(=O)CSc2nnc(NC(=O)C3CC(=O)N(c4ccccc4)C3)s2)n1 (centres undefined)	2325*	1413
O=C(Nc1ccc(N2CCOCC2)cc1)c1ccc([N+](=O)[O-])cc1	1641	1537

The list itself, previewed entries included:
SMILES	SRC1 TRFRET art	SRC3 TRFRET art
CC(=O)Nc1ccc(N2C(=O)CC(N3CCSCC3)C2=O)cc1 (centres undefined)	1575	1517
Cc1csc(NC(=O)CSc2nnc(NC(=O)C3CC(=O)N(c4ccccc4)C3)s2)n1 (centres undefined)	2325*	1413
O=C(Nc1ccc(N2CCOCC2)cc1)c1ccc([N+](=O)[O-])cc1	1641	1537
O=C(CCc1ccccc1)NNC(=S)Nc1ccc(F)cc1	1847	1668
Cc1ccc(OCC(=O)Nc2ccc(N3CCN(S(C)(=O)=O)CC3)cc2)cc1	1727	1797
CCOc1cc(C(=O)N/N=C/c2ccsc2)cc(OCC)c1OCC	1769	1295
O=S(=O)(ON(c1ccccc1)S(=O)(=O)c1ccccc1)c1ccccc1	1453	1372
Cc1ccsc1C1CC(=O)OC2=C1C(=O)CC(C)(C)C2 (centres undefined)	1574	1660
Cc1ccc(NC(=O)C2OCCc3ccccc32)cc1 (centres undefined)	1684	1558
S=C(NNc1cccc(Cl)c1)NC1CCCCC1	1889	1676
O=C(NC1CC1)C1CCN(C2CCN(C(=O)/C=C/c3cccc(F)c3F)CC2)CC1	1643	1791
COCCNC(=O)C(c1ccc(Cl)cc1)N(C(=O)Cn1nnc2ccccc21)c1cccnc1 (centres undefined)	1749	1649
Cc1cc2nc(-c3ccc(SCC(=O)NC(C)C)nc3)[nH]c2cc1C	1859	1829
CCOC(=O)c1ccc(-n2ccnc2)c(NC(=O)c2ccc(Cl)cc2)c1	1772	1559
Cc1cc(Oc2ccc(-c3nnc(-c4ccccc4)o3)cc2[N+](=O)[O-])ccc1Cl	1776	1538
COC(=O)/C(=C\C=C\c1ccccc1)NC(=O)c1ccccc1	1757	1494
Cn1c(SCC(=O)NCc2ccc(F)cc2)nc2c([nH]c3ccccc32)c1=O	1785	1531
COc1ccc(CNC(=O)Cn2cc3c(n2)CCCCC3)cc1	1842	1707
CN1CCN(C(=O)C2=C[C@@H](c3ccccc3)C[C@@H](OCc3ccc(CO)cc3)O2)CC1	1539	1487
CSc1nc2ccc(NC(=O)c3ccc(Cl)s3)cc2s1	1891	1678
Nc1ccc(Nc2ccccc2N)cc1	1642	1851
O=C1CC(c2ccc(F)cc2)C(n2cncn2)C(O)=C1C1NCCc2ccccc21 (centres undefined)	1851	1528
CCc1ccc(NC(=O)CSc2nnc(Cc3cccn3C)n2-c2ccc(F)cc2)cc1	1547	1478
CCCOC(=O)c1ccc(NC(=O)c2ccccc2OC)cc1	1841	1857
CCOC(=O)c1cccc(NC(=S)N2CCN(c3ncc4c(=O)c(C(=O)O)cn(CC)c4n3)CC2)c1	1684	1751
COC(=O)c1ccc(NC(=O)C(=O)N2CCN(C(=S)Nc3cccc(OC)c3)CC2)cc1	1994	1578
COc1ccc(NC(=O)C(c2ccc(C)cc2)N(C)C(=O)Cc2cccs2)cc1 (centres undefined)	1654	1550
C=CCN1C(=O)/C(=C/c2ccc(OC)cc2)S/C1=N/c1nccs1	1779	1395
CCOC(=O)/C(=N/Nc1ccccc1)Sc1nnc(CCc2ccccc2)n1-c1ccccc1	1619	1363
Cc1ccc2c(c1)NC(=O)c1cccc([N+](=O)[O-])c1CO2	1875	1412
Cc1nnc(SCC(=O)NN2C(=O)NC3(CCCCC3)C2=O)s1	1716	1570
O=C(Nc1nc(-c2nc3ccccc3s2)cs1)C1COc2ccccc2O1 (centres undefined)	2597*	1956
Cc1ccnc(Sc2ccc([N+](=O)[O-])cn2)n1	1730	1592
Cc1cc(C)c(S(=O)(=O)Nc2ccc3c(c2)CCC3)c(C)c1	1743	1622
Nn1c(Cc2ccc(Br)cc2)n[nH]c1=S	1940	1469
O=C(O)CC/C(=N/NC(=O)c1cn(-c2ccccc2)nc1-c1ccccc1)C(=O)O	1603	1591
CC(C)CNC(=O)CSc1nnc2ccccn12	1484	1488
O=S(=O)(NC1CC2CCC1C2)c1ccc2c(c1)OCCO2 (centres undefined)	1836	1614
CCCSc1nnc(Cn2c(=O)sc3ccccc32)n1C	1654	1703
O=C1C2CC=CCC2C(=O)N1n1cnnc1 (centres undefined)	1706	1530

Single values from the list:
In SRC3 TRFRET art, COC(=O)c1ccc(NC(=O)C(=O)N2CCN(C(=S)Nc3cccc(OC)c3)CC2)cc1 shows 1578
In SRC1 TRFRET art, Nn1c(Cc2ccc(Br)cc2)n[nH]c1=S shows 1940

Other structures
SMILES	SRC1 TRFRET art	SRC3 TRFRET art
CCOC(=O)CC1=NN(c2ccccc2)C(=O)/C1=C\c1ccc(OC)cc1OC	1734	1468
N#Cc1cc2ccccc2nc1SCc1cccnc1	1739	1426
CCC(CO)NCC(O)COCc1ccc2c(c1)OCO2 (centres undefined)	1867	1774
Cn1c(SCC(=O)Nc2nc(C(C)(C)C)cs2)nnc1C1CC1	2042	1666
O=C(C1=C[C@H](C2CC2)C[C@H](OCCCCO)O1)N1CCN(Cc2ccccc2)CC1	1621	1510
CCc1cc(CN2CCOCC2)c(NC(=O)c2ccccc2)s1	1618	1356
O=C(CC(NS(=O)(=O)c1ccc(Cl)cc1)c1ccco1)NC1CCCC1 (centres undefined)	1978	1493
Cc1nnc(Nc2ccccn2)c2ccccc12	1760	1545
CCc1c(C)sc(NC(=S)N2CCN(CC)CC2)c1C(=O)OC	1860	1580
CCN(CCCn1c(=S)[nH]c2ccc(N3CCOCC3)cc2c1=O)c1ccccc1	1891	1876
COc1ccc(C(=O)CSc2nnc(CN3CCCCC3)n2-c2ccc(F)cc2)cc1OC	2178	1705
COc1cc(C(=O)OCCCN2CCOCC2)ccc1O	1504	1628
CCOC(=O)N1CCN(CC(=O)Nc2cc(OC)c(OC)cc2C#N)CC1	1756	1479
CC(C)(C)c1ccc(C(=O)N/N=C2\C3CN4CCN(C3)CC2(c2ccccc2)C4)cc1	1697	1518
Cc1oc(-c2cccc(Br)c2)[n+]([O-])c1C	1714	1455
CCOc1ccc(C(=O)Nc2nnc(NC(=S)Nc3ccccc3)s2)cc1	1639	1441
C#Cc1ccc([C@H]2C=C(C(=O)N3CCOCC3)O[C@@H](OCC)[C@@H]2CCCO)cc1	1739	1455
COc1ccc(C(=O)N/N=C/c2ccc(SC)cc2)cc1	2123	1711
Cc1nc2ccccc2c2oc(C(=O)NCCCN3CCCC3=O)cc12	1833	1461
CCCCCOc1ccc(Cn2ccnc2)cc1[N+](=O)[O-]	1816	1459
CCC(C)NC(=O)c1cn(C)c(=O)c2cc(OC)c(OC)cc12 (centres undefined)	1995	1546
Cc1ccc2nsnc2c1N(S(C)(=O)=O)S(C)(=O)=O	1711	1464
CCN(CC)C(=O)Oc1ccc(Br)c2ccccc12	1844	1567
CCOc1ccc(CO/N=C/c2c(C)[nH]c(=O)[nH]c2=O)cc1	1885	1685
NC(N)=NS(=O)(=O)c1ccc(NC(=S)NC(=O)c2ccc(Br)cc2)cc1	1725	1657
N#Cc1ccc(C(=O)Nc2cc(S(=O)(=O)Nc3ccc(Cl)cc3)ccc2N2CCCCC2)cc1	1604	1341
COc1ccc(CSCC(=O)NN=C2CCN(C)CC2)cc1	1967	1587
Cc1ccc(C2CCN(C(=S)NC(C)(C)C)C2)cc1 (centres undefined)	1499	1385
O=C(NCc1ccco1)c1ccc(Cl)c(S(=O)(=O)N2CCc3ccccc32)c1	2045	1713
Cc1cc(C)nc(NC(=O)CSc2ncccn2)n1	1761	1604
CC1CCN(C(=O)CSc2nc3ccccc3[nH]2)CC1	1892	1699
Cc1ccc(NC(=O)c2cc(S(=O)(=O)N3CCOCC3)c(Br)s2)cc1	1870	1671
CC(C)=CC(=O)OCC(=O)Nc1nc(C)c(Cl)cc1Cl	1606	1536
COc1ccc2[nH]cc(S(=O)(=O)c3ccc(C)cc3)c2c1	1634	1489
FC(F)(F)c1ccc(C2Nc3cccc4cccc(c34)N2)cc1	1821	1716
CC(=O)/C(=C/c1ccccc1)C(=O)Nc1ccccc1C	1661	1415
COC(=O)c1ccccc1NC(=S)N1CCN(c2ccccn2)CC1	1777	1574
CN(C)CCNC(=O)Nc1ccc([N+](=O)[O-])cc1	1670	1537
Cn1c(=O)[nH]c(=O)c2c1nc(CN1CCOCC1)n2Cc1ccc(F)cc1	1592	1503
OCCC1CN(Cc2cnc(N3CCCC3)s2)CCN1Cc1ccccc1 (centres undefined)	1842	1530
COc1cc(Cl)c(C)cc1NC(=S)NN	2193	1560
FC(F)(F)c1cccc(/C=N/NC(=S)NC2CCCCC2)c1	1723	1473
Cc1ccnc(N2CCCC(C(=O)Nc3nnc(C)s3)C2)n1 (centres undefined)	1796	1634
COc1ccc(S(=O)(=O)N2CCCC2)cc1C(=O)N1CCOCC1	1809	1626
CCOC(=O)c1cc(-c2ccc3c(c2)OCCO3)n[nH]1	1646	1634
O=C(CNc1cccc2ccccc12)N/N=C/c1ccc([N+](=O)[O-])o1	1475	1428
CCOC(=O)c1c(C)n(C)c2ccc(O)c(S(=O)(=O)c3ccccc3)c12	1861	1602
CCC(=O)N1CCc2cc(S(=O)(=O)NC(CC(C)C)C(=O)N3CCc4ccccc43)ccc21 (centres undefined)	1811	1535
COc1ccc(NC(=S)N2CCN(C(=O)c3ccccc3)CC2)cc1	1418	1673
CCCCN(CCCC)Cc1ccc(C(=O)NN)o1	1669	1733
CCOC(=O)c1ccccc1-c1csc(N)n1	1878	1553
COc1ccccc1OCCn1cc(/C=C(\C#N)C(=O)NCc2ccco2)c2ccccc21	1725	1605
COc1ccc(NC(=O)CCn2nc(C)cc2C)cc1	1737	1539
COc1ccc(NC(=O)COC(=O)CNS(=O)(=O)c2ccc(C)cc2)c(OC)c1	1862	1552
Cc1ccc(CNC(=O)c2ccc(N(C)C)cc2)cc1	1935	1759
COc1ccc(Oc2coc3cc(OCC(=O)N4CCCCC4)ccc3c2=O)cc1	1837	1684
COc1ccc(-c2nn(CCC(=O)O)cc2/C=C/C(=O)O)cc1[N+](=O)[O-]	1665	1507
O=C(Nc1ccnc(-c2ccncc2)n1)c1ccccc1Cl	1933	1657
COc1cc([N+](=O)[O-])ccc1NC(=O)CN1CCOCC1	1846	1635
CC(C)(C)C(=O)NC(=S)NNC(=O)c1ccncc1	1894	1720

Next section:
SMILES	SRC1 TRFRET art	SRC3 TRFRET art
O/N=C/c1cccnc1Sc1ccccc1	1625	1505
CC(OC(=O)c1cc(Cl)ccc1[N+](=O)[O-])C(=O)NC(C)c1ccc(F)cc1 (centres undefined)	1883	1521
CC(C)(C)c1ccc(NC(=O)COC(=O)c2ccc([N+](=O)[O-])s2)cc1	1852	1432
CCc1nnc(NS(=O)(=O)c2ccc(NC(=O)COc3ccc4ccccc4c3)cc2)s1	1645	1413
O=C1CC(c2cccc(Cl)c2)CC(O)=C1C=NC1CCCC1 (centres undefined)	1672	1588
Cc1[nH]c2ccccc2c1N=Nc1ccccc1F	1897	1675
Cc1sc2ncn(-c3ccccc3)c(=O)c2c1C	1541	1663
Cc1ccc(S(=O)(=O)NNC(=O)c2cccs2)c(C)c1	1694	1546
COc1cccc(OC)c1C(=O)NC(=S)Nc1ccc2oc(=O)ccc2c1	1880	1526
O=C1CN(C(=O)CSc2nc(-c3ccccc3)cs2)c2ccccc2N1	2091	1486
C=CCOc1ccccc1CNc1ccc2c(c1)OCCO2	1767	1405
CCCN1C(=O)COc2ccc(C(=O)c3ccccc3C(=O)O)cc21	1996	1480
FC(F)(F)c1cc(-c2ccccc2)nc(NCc2cccs2)n1	1729	1408
O=C(O)CCC(=O)NNC(=O)c1ccc(-c2ccccc2)cc1	2047	1756
O=C(CCC(=O)Nc1ccccc1)NNC(=O)C(c1ccccc1)c1ccccc1	1539	1425
O=C(CNCc1ccccc1Cl)NCc1ccco1	1760	1500
COc1cc(/C=C/c2nnc3c4ccccc4ncn23)cc(OC)c1OC	1677	1510
CC(C)OC(=O)Cn1c(=O)sc2ccccc21	1512	1454
Cc1cc(N2CCN(C)CC2)ccc1NC(=O)c1cccc(S(=O)(=O)N2CCc3ccccc3C2)c1	1795	1680
CCOc1cc(CNCC(O)c2ccccc2)cc(Cl)c1OC (centres undefined)	1803	1488
CCC(C)NC(=O)c1nn(C)c(=O)c2ccccc12 (centres undefined)	1926	1625
COc1ccccc1Oc1ccc(NC(=O)c2ccccc2C)cc1	1681	1441
CCn1c2ccccc2c2cc(CNCc3ccc(OC)cc3OC)ccc21	1794	1618
O=c1[nH]c(Nc2ccc3c(c2)OCCO3)nnc1Cc1ccc(Cl)cc1	1672	1481
Cc1cc(NC(=O)/C=C/C(=O)N(CC(=O)NC2CCCC2)c2cccc3ccccc23)no1	1786	1552
Cc1ccc(CSc2nnc(CNc3ccc(F)cc3)o2)cc1	1833	1443
O=S(=O)(c1ccc(Cl)cc1)N1CCN(C(=S)Nc2ccc(F)c(Cl)c2)CC1	1714	1569
O=S(=O)(c1ccc(Cl)s1)N1CCCCC1	1569	1550

Single records, from the list above. Values in the order: SRC1 TRFRET art, SRC3 TRFRET art
O=S(=O)(c1ccc(Cl)s1)N1CCCCC1 across the screens: 1569, 1550
COc1ccccc1Oc1ccc(NC(=O)c2ccccc2C)cc1 across the screens: 1681, 1441
Cc1ccc(CSc2nnc(CNc3ccc(F)cc3)o2)cc1 across the screens: 1833, 1443
Cc1cc(NC(=O)/C=C/C(=O)N(CC(=O)NC2CCCC2)c2cccc3ccccc23)no1 across the screens: 1786, 1552
O=S(=O)(c1ccc(Cl)cc1)N1CCN(C(=S)Nc2ccc(F)c(Cl)c2)CC1 across the screens: 1714, 1569
